Keap1-Nrf2 PPI = Keap1-Nrf2 protein-protein interaction inhibitors, primary screen, biochemical, fluorescence polarization, single point; Kelch-like ECH-associated protein 1 (Homo sapiens), Q14145; Keap1 Kelch-Nrf2 peptide fluorescence polarization, 1536-well; inhibition, % at 9.4 µM; 340,000 compounds, 0.15% hits; in the data active means inhibition above about 12%;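 further: human Keap1 Kelch domain with fluorescein labeled Nrf2 9mer peptide probe; 0% = neutral control wells and 100% = peptide positive control; higher means more block of Keap1 binding to Nrf2 peptide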
RTF Ca sens act = cardiac RTF calcium sensitivity activators, primary screen, biochemical, IANBD-TnC fluorescence, EC20 calcium; IANBD-labeled TnC RTF fluorescence at EC20 calcium; 0% EC20 calcium, 100% full calcium; activation, % at 7.2 µM; 340,000 compounds, 0.24% hits;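 active means activation above the mean over all tested compounds plus 3 SD, cut at about 30% in these data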;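 further: rise in fluorescence read as greater calcium sensitivity of cardiac thin filaments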
PfHsp90 yeast 2 = growth inhibition of PfHsp90-expressing yeast, primary screen, antimalarial PfHsp90 inhibitor project, S. cerevisiae, BacTiter-Glo luminescence, single point, set 2; 310,000 compounds, 0.32% hits; BacTiter-Glo ATP, 48 h; yeast lacking PDR1 and PDR3 efflux regulators; inhibition, % at 9.4 µM; AID 504621, 2011;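 active means every replicate shows inhibition above about 80%, whatever the replicate mean, limit read from the data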;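 further: 0% = DMSO neutral controls and 100% = 20 µM radicicol positive controls; yeast relying on Plasmodium falciparum Hsp90 in place of its own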
RTF Ca sens inh = cardiac RTF calcium sensitivity inhibitors, primary screen, biochemical, IANBD-TnC fluorescence, EC70 calcium. AID 493244, 2011. 340,000 compounds, 0.12% hits. inhibition, % at 7.15 µM. IANBD-labeled cardiac RTF, Ca2+ fluorescence;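 active means inhibition above the mean inhibition of all tested compounds plus 3 SD, cut at about 17% in these data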;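 further: assay run at fixed EC70 calcium of 1.6 mM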
CDK5 p35 inh = inhibitors of human CDK5/p35 kinase, primary screen, biochemical, single concentration | Cyclin-dependent kinase 5 (Homo sapiens) + Cyclin-dependent kinase 5 activator 1 (Homo … | 330,000 compounds, 0.01% hits | AID 488839, 2010 | inhibition, % at 10 µM | Recombinant CDK5/p35, ADP-Glo luminescence, 60 min;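 active means highest replicate inhibition of at least 50% and at least 75% of replicates reaching 50%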;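 further: plate controls were DMSO neutral control for no effect and GW8510 at 10 µM for full effect; many of its hits are not listed in these tables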
NSD2 inh = NSD2 histone methyltransferase inhibitors, primary screen, biochemical, AlphaScreen, single concentration, set 2. inhibition, % at 12.5 µM. 310,000 compounds, 0.54% hits. NSD2 peptide methylation, 120 min; in the data active means inhibition above about 50%
C-LANA FP = inhibitors of KSHV C-LANA binding to DNA, primary screen, biochemical, fluorescence polarization, FAM-LBS DNA, MBP-C-LANA, single point; Kaposi's sarcoma herpesvirus LANA C-terminal domain (residues 932-1162) DNA binding; inhibition, % at 9 µM; AID 504423, 2011; 340,000 compounds, 0.078% hits;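 active means highest replicate inhibition at or above 60% at 9 µM, even if other replicates fall short; inactive means all replicates below 60% inhibition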;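 further: 0% = neutral control wells and 100% = 4 µM acridine orange control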
PvdQ acylase = P. aeruginosa PvdQ acylase inhibitors, primary screen, biochemical, fluorescence, plate reader and imaging, single point | purified PvdQ acylase | inhibition, % at 10 µM | 340,000 compounds, 0.063% hits; in the data active means inhibition above about 30%, passing the limit was not always enough;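 further: 0% = vehicle neutral wells and 100% = reference inhibitor wells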
Rtt109 HAT inh = inhibitors of C. albicans Rtt109/Vps75 HAT, primary screen, biochemical, ThioGlo CoA-SH fluorescence, plate reader. 330,000 compounds, 0.16% hits. Histone acetyltransferase RTT109 (Candida albicans (strain SC5314 / ATCC MYA-2876)), …. AID 540336, 2011. purified Rtt109/Vps75, 4 h. inhibition, % at 34.9 µM;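 active means inhibition of at least 50% in every replicate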
Target sequence (Q5AAJ8 whole entry, looked up): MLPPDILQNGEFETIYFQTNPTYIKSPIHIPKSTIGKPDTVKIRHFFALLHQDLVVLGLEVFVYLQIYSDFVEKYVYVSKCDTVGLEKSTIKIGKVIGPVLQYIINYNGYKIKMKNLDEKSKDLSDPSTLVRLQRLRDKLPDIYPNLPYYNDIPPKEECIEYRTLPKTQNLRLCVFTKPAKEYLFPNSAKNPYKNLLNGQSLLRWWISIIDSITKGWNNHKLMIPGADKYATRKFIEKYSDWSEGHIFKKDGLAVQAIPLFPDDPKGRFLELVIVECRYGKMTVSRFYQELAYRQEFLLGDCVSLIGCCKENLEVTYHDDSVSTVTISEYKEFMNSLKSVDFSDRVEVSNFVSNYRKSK
Mot1-301 SUMO = yeast Mot1-301 growth rescue at high temperature, primary screen, SUMOylation pathway inhibitor project, S. cerevisiae, ATP luminescence, 38.5C. S. cerevisiae Mot1-301 growth rescue; percent above DMSO median, 100 means doubled. growth rescue, % at 18.8 µM. 320,000 compounds, 1% hits;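 active means every valid replicate shows activation above 250% relative to neutral control wells; inactive means the rest, any valid replicate at or below 250%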;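 further: OY570 slx delta 5 strain wells were the positive control but not used for scaling; some compounds called inactive have numbers as strong as hits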
dFosB activator = activators of delta FosB homodimer, primary screen, biochemical, fluorescence polarization, TAMRA-CDK5 oligo, single point; Protein FosB (Mus musculus), P13346; purified delta FosB; percent of positive-control signal above neutral wells; activation, % at 25 µM; 340,000 compounds, 0.99% hits; AID 493131, 2011;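 active means mean activation above about 17%, with every replicate also reaching it, limit read from the data, passing the limit was not always enough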;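 further: fluorescence polarization rise as delta FosB binds a TAMRA Cdk5 AP-1 oligo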
Target sequence (P13346 whole entry, looked up): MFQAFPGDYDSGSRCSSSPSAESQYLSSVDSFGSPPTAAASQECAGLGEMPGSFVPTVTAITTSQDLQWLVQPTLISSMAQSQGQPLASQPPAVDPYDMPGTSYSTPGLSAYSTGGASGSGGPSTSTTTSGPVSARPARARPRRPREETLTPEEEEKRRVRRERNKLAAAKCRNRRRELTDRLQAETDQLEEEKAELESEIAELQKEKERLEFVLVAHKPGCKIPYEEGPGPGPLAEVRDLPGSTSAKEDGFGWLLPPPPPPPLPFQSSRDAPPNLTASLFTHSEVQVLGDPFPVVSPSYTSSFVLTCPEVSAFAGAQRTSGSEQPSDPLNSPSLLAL
* = called active by the depositor; . = no result given. Outcome played no part in choosing rows. About 3.2% of those tested had a hit in this group.

SMILES | Keap1-Nrf2 PPI | RTF Ca sens act | PfHsp90 yeast 2 | RTF Ca sens inh | CDK5 p35 inh | NSD2 inh | C-LANA FP | PvdQ acylase | Rtt109 HAT inh | Mot1-301 SUMO | dFosB activator
COCCCN1C(=O)c2ccc(C(=O)NCCc3ccccc3)cc2C1=O | 1.5 | -1.8 | 1.4 | -5.7 | 0.8 | -4.4 | -3.1 | 0.4 | -1.2 | 31.0 | -3.6
COc1cc(/C=C/C(=O)OCC(=O)Nc2ccccc2Cl)cc(OC)c1OC | -1.5 | -0.5 | -17.9 | 0.2 | 1.3 | -2.1 | 0.1 | 8.4 | 14.7 | 0.3 | -0.2
COc1ccc(-c2noc(CCC(=O)N3CCN(c4ccccc4)CC3)n2)cc1 | -2.2 | -1.3 | 6.3 | -1.8 | -1.0 | . | 2.4 | -6.0 | -0.3 | . | 4.8
O=C(COc1ccccc1)Nc1c(C(=O)N2CCC(N3CCCCC3)CC2)oc2ccccc12 | -3.3 | 1.2 | 33.5 | -5.7 | -0.7 | 0.4 | -0.5 | -16.2 | -12.4 | -5.0 | -1.1
COC(=O)c1ccc(CO/N=C/c2cccc([N+](=O)[O-])c2)cc1 | 6.5 | -2.3 | -23.5 | -10.6 | -1.3 | 6.1 | 1.8 | -1.8 | 9.6 | 493.9 | -0.9
C#Cc1cccc(-n2nnc(C(C)=O)c2C)c1 | 2.8 | -3.3 | 10.3 | 3.5 | -0.4 | -3.2 | 0.6 | -7.0 | -1.7 | -9.0 | -6.9
COc1cccc(OC)c1OCCOc1ccccc1OC(C)C | -1.8 | -3.8 | -33.7 | 0.0 | -1.1 | -3.5 | 0.1 | -12.2 | 19.7 | -9.4 | -9.5
CC(C)c1ccc(OCC(=O)NCc2ccccc2)cc1 | -1.2 | -0.1 | 6.8 | 5.3 | -0.4 | -1.7 | -1.8 | 12.7 | -8.1 | -3.4 | 5.2
CCOCCCNC(=O)CNC(=S)N(Cc1ccc(C)cc1)Cc1ccco1 | -5.4 | -0.2 | . | -5.9 | -1.2 | 5.8 | -0.7 | -15.5 | 9.4 | -10.2 | -4.9
CCCCCn1c(CN2CCCCC2CC)nc2c1c(=O)n(C)c(=O)n2C (centres undefined) | -7.6 | -5.7 | 1.4 | -9.5 | -0.8 | . | -0.5 | -10.1 | 0.3 | -17.7 | -2.8
CCn1c(SCC(=O)Nc2ccc(N(C)C)cc2)nnc1-c1ccco1 | -0.4 | -3.7 | 28.2 | -1.6 | 0.4 | . | -0.8 | -6.2 | 13.4 | 10.3 | -12.2
CCCCn1nc(C(=O)N2CCN(S(=O)(=O)c3ccccc3)CC2)c2ccccc2c1=O | -5.8 | 0.1 | -7.3 | 10.3 | -0.1 | -1.7 | 0.1 | 5.7 | 10.7 | 9.8 | -3.9
CCS(=O)(=O)N1CCN(c2ccc(S(=O)(=O)N3CCOCC3)cc2)CC1 | -4.7 | 11.4 | 4.4 | -12.1 | 1.0 | 3.7 | -0.7 | -8.0 | 1.7 | -18.4 | -5.6
OC(COc1cccc(OCC(O)CN2CCCC2)c1)CN1CCCC1 (centres undefined) | -13.8 | 3.6 | -13.9 | 5.9 | -3.8 | 7.7 | 0.0 | -6.5 | 7.8 | 3.6 | 10.8
Cc1cccc(C(=O)Nc2cccc3cccnc23)c1 | 0.6 | -3.9 | 2.1 | -1.6 | -0.1 | -3.9 | 1.3 | 0.5 | -2.5 | -3.8 | -13.5
Cc1cccc(Cn2ccc(N)n2)c1 | 0.5 | -3.5 | . | -6.3 | -0.8 | 0.6 | -1.2 | 5.7 | 4.3 | 153.2 | -3.0
COc1ccc(OC)c(C(=O)c2coc3ccc(O)c(CN4CCOCC4)c23)c1 | 1.3 | -0.8 | . | -3.9 | -2.8 | 1.3 | 1.2 | -9.9 | -2.1 | -9.5 | 1.6
O=S(=O)(NCc1ccccc1)c1ccc2c(c1)OCCO2 | -7.6 | 4.3 | -8.1 | -3.1 | -0.4 | -3.3 | -0.5 | -11.6 | -10.6 | 136.4 | -1.9
N#Cc1c(-c2ccccc2F)cc(-c2cccnc2)nc1N | -1.5 | 11.1 | 9.3 | 10.0 | 1.6 | -3.2 | -0.5 | -11.9 | -3.8 | 9.0 | -2.5
CCn1ccnc1CNC(=O)c1ccc(OC2CCN(C(=O)COC)CC2)cc1 | -2.5 | 10.7 | -13.6 | -1.8 | 0.6 | -1.0 | 0.4 | 5.4 | 10.3 | . | -4.6
O=C1NC[C@@H](c2ccccc2)OC(=O)[C@H](Cc2ccc(F)cc2)C/C=C\C[C@H]1CC(=O)N(CCO)Cc1ccccc1 | -7.0 | 4.8 | -25.0 | -3.0 | -1.1 | . | -0.7 | -11.1 | 14.0 | 12.5 | -8.3
Cc1cccc(Oc2ccccc2NS(=O)(=O)c2ccc(CCC(=O)O)cc2)c1 | -3.1 | 3.2 | 3.5 | 1.8 | -0.6 | 6.1 | 4.0 | -11.2 | 2.7 | 15.6 | -17.9
COc1ccc(N2CCN(C(=O)c3cc(=O)c4cc(Cl)ccc4o3)CC2)cc1 | -6.6 | 3.1 | 3.1 | -11.5 | 0.2 | -0.6 | 0.0 | -12.6 | 0.2 | -3.5 | -5.5
Cc1ccc(CNC(=O)COC(=O)c2ccc(S(=O)(=O)N3CCOCC3)cc2)cc1 | 3.1 | -2.5 | -9.6 | -6.0 | -1.2 | -7.3 | 0.9 | -2.0 | 1.7 | -2.7 | 7.0
COc1ccc(N(C(=O)c2cccc([N+](=O)[O-])c2)S(=O)(=O)c2cccs2)cc1 | 2.1 | -2.7 | 1.1 | 2.6 | 1.5 | -2.2 | -1.4 | 10.6 | -5.6 | -23.3 | -4.7

The final 2 records of the section above lead into the next.
SMILES | Keap1-Nrf2 PPI | RTF Ca sens act | PfHsp90 yeast 2 | RTF Ca sens inh | CDK5 p35 inh | NSD2 inh | C-LANA FP | PvdQ acylase | Rtt109 HAT inh | Mot1-301 SUMO | dFosB activator
Cc1ccc(CNC(=O)COC(=O)c2ccc(S(=O)(=O)N3CCOCC3)cc2)cc1 | 3.1 | -2.5 | -9.6 | -6.0 | -1.2 | -7.3 | 0.9 | -2.0 | 1.7 | -2.7 | 7.0
COc1ccc(N(C(=O)c2cccc([N+](=O)[O-])c2)S(=O)(=O)c2cccs2)cc1 | 2.1 | -2.7 | 1.1 | 2.6 | 1.5 | -2.2 | -1.4 | 10.6 | -5.6 | -23.3 | -4.7
CCc1cc(C(=O)OC)c(NC(=O)CN2CCN(C(=O)C3CCCO3)CC2)s1 (centres undefined) | -1.4 | -3.5 | 17.2 | -6.1 | 2.8 | -2.8 | -0.1 | 9.1 | 11.9 | 34.4 | -6.2
Cc1c(Cl)cccc1NC(=O)CSc1ncnc2c1cnn2CCO | -4.6 | -2.2 | 0.6 | 0.5 | -0.9 | -0.1 | 0.3 | -3.2 | -0.7 | -2.4 | -7.4
COc1ccc(C(CC(=O)N2CCCCC2)NC(=O)C(F)(F)F)cc1 (centres undefined) | -4.5 | 1.7 | . | 0.5 | 0.2 | 2.9 | 0.0 | -17.6 | 6.1 | 15.7 | 1.6
CCc1c(C#N)c(SCCC(=O)Nc2ccc(C)cc2)nc2c1C(=O)CC(C)(C)C2 | -5.6 | 1.5 | -1.7 | 2.7 | 0.0 | -1.6 | -1.4 | 1.9 | 15.7 | -3.4 | -4.9
Cc1cc(C=C(C#N)C#N)c(C)n1-c1ccccc1 | 5.4 | -4.1 | -16.1 | -7.0 | -0.5 | -3.3 | 0.8 | -7.6 | -5.0 | -24.6 | -4.3
Cc1c(Cl)c([N+](=O)[O-])nn1CC(=O)N1CCN(Cc2ccccc2)CC1 | 2.8 | 6.9 | -7.5 | -4.2 | 0.2 | . | -1.8 | -5.3 | -2.5 | 409.5 | -2.0
Cn1c(=O)c2c(nc(NCc3ccco3)n2CC(O)COc2ccccc2)n(C)c1=O (centres undefined) | 1.5 | -0.9 | . | -14.8 | -0.8 | . | -1.6 | -11.2 | 9.5 | -2.0 | 2.6
CN1CCN(C(=O)CN(C2CCCCC2)S(=O)(=O)c2ccccc2)CC1 | 1.1 | -7.3 | -12.6 | -4.3 | -0.2 | -0.7 | 0.4 | -8.6 | -1.9 | . | 3.1
CN1CCN(C(=O)c2cc3c(=O)n4ccccc4nc3s2)CC1 | -1.1 | -1.5 | -18.0 | -2.1 | 0.0 | . | 2.4 | -12.7 | 10.7 | -18.3 | -5.4
CC(=O)c1cccc(N(C(=O)c2csnn2)C(C(=O)NC2CCCC2)c2ccccc2)c1 (centres undefined) | 0.9 | -4.6 | 12.4 | -16.9 | 0.6 | -3.0 | 0.1 | -1.9 | -2.9 | -2.2 | -5.4
COc1cccc(-c2cccc(NC(=O)C3CCN(Cc4cccc(C)n4)CC3)c2)c1 | -5.5 | -1.3 | 2.8 | 0.0 | 2.2 | 0.1 | -2.1 | -15.5 | 0.5 | 2.9 | -9.9
CN(C(=O)c1cccc(NC(=O)Cc2ccc(NC(=O)C3CCCN(S(=O)(=O)c4cccc([N+](=O)[O-])c4)C3)cc2)c1)C1CCCC1 (centres undefined) | -1.0 | 1.0 | -8.2 | -10.6 | -0.8 | . | -2.4 | -13.5 | -7.3 | . | 3.0
O=C(NCc1ccccn1)c1nc(Cn2ccc([N+](=O)[O-])n2)no1 | -2.3 | -0.3 | 0.8 | -7.9 | 0.2 | -6.2 | 0.7 | -2.4 | 4.8 | 145.9 | 6.5
FC(F)(F)c1nnc(-c2ccccc2)nc1Oc1ccc(Cl)cc1Cl | -0.5 | -5.7 | -3.6 | -11.3 | -2.1 | -2.0 | 0.4 | -15.3 | -5.1 | 738.6* | 4.5

Single values from the results shown:
For C-LANA FP, COc1ccc(-c2noc(CCC(=O)N3CCN(c4ccccc4)CC3)n2)cc1 is listed with 2.4
For Rtt109 HAT inh, O=S(=O)(NCc1ccccc1)c1ccc2c(c1)OCCO2 is listed with -10.6
For RTF Ca sens inh, O=C(COc1ccccc1)Nc1c(C(=O)N2CCC(N3CCCCC3)CC2)oc2ccccc12 is listed with -5.7
For RTF Ca sens inh, N#Cc1c(-c2ccccc2F)cc(-c2cccnc2)nc1N is listed with 10.0
